NALP3 yeast inh = NALP3 inhibition in yeast. Yeast reconstituted NLRP3/ASC/caspase-1, beta-gal luminescence, 24 h. inhibition, % at 10 µM. 330,000 compounds, 0.39% hits. AID 2825;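 active = inhibition of 50% or more; inactive = inhibition below 50%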;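 note: plate controls were induced DMSO wells for no effect and uninduced yeast grown without galactose for full effect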
APOBEC3G inh = inhibitors of human APOBEC3G DNA deaminase | recombinant A3G, ssDNA deamination FAM/TAMRA fluorescence | inhibition, % at 20 µM | Q9HC16 | 330,000 compounds, 0.28% hits;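 active = inhibition of at least 40% at 20 µM, with no more than 30% in the related APOBEC3A deaminase screen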;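 note: plate controls were DMSO wells with A3G for no effect and wells lacking A3G enzyme for full effect; some compounds called inactive have numbers as strong as hits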
Target sequence (Q9HC16 whole entry, looked up): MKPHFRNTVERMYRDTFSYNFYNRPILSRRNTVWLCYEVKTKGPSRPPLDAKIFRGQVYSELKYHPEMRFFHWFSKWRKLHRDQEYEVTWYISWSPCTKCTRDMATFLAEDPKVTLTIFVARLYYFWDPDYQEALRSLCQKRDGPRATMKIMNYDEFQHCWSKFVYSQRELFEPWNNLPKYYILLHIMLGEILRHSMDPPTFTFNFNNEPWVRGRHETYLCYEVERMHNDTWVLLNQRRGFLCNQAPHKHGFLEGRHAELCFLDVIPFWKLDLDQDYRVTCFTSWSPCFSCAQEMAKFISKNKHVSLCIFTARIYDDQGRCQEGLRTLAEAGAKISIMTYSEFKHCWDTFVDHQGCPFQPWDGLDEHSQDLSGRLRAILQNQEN
TIM10 inh = growth inhibitors of TIM10 yeast strain; S. cerevisiae TIM10 strain growth, BacTiter-Glo luminescence, 24 h; inhibition, % at 10 µM; 330,000 compounds, 1.4% hits;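 active = inhibition of 40% or more at the single tested concentration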;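 note: wild-type TIM10 isogenic control strain grown at permissive 25 °C; 0% = DMSO yeast wells and 100% = minimal medium wells without yeast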
hIAP inh = blocks human intestinal alkaline phosphatase; P09923; purified IAP, CDP-Star luminescence, 30 min; inhibition, % at 10 µM; 330,000 compounds, 0.12% hits; AID 2544;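 active = inhibition reaching a set limit with compound at 10 µM in the primary screen, cut at about 35% in these data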;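 note: plate controls were DMSO wells with enzyme for no effect and no-enzyme buffer wells for full effect; values of inactives mirror those of a sister screen read the other way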
Target sequence (P09923 whole entry, looked up): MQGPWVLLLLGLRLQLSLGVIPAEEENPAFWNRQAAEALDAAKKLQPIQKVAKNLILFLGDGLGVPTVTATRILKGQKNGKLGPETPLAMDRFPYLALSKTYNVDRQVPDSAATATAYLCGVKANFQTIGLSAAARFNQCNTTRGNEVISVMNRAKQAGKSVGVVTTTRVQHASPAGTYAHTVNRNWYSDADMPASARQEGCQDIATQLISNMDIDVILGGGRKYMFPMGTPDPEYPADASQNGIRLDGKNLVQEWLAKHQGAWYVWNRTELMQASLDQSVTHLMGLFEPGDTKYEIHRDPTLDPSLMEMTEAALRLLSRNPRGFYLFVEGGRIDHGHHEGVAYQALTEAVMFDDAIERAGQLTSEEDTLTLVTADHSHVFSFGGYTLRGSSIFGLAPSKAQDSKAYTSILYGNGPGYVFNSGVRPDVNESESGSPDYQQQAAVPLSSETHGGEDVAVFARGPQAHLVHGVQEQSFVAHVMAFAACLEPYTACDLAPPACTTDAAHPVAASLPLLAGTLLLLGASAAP
mIAP block = blocks mouse intestinal alkaline phosphatase | inhibition, % at 10 µM | 330,000 compounds, 0.2% hits | purified mouse IAP, CDP-Star luminescence, 30 min;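 active = inhibition of at least 40% at 10 µM in the primary screen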;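 note: plate controls were DMSO with enzyme for no effect and no enzyme wells for full effect; values of inactives mirror those of a sister screen read the other way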
A3A deaminase = inhibitors of human APOBEC3A DNA deaminase. P31941. recombinant A3A, FAM/TAMRA ssDNA deamination fluorescence. inhibition, % at 20 µM. 330,000 compounds, 0.41% hits;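 active = at least 40% inhibition at 20 µM here, with at most 30% in a related deaminase screen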;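 note: plate controls were A3A with DMSO for no effect and wells lacking A3A enzyme for full effect; some results filed as inactive read as strong as hits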
Target sequence (P31941 whole entry, looked up): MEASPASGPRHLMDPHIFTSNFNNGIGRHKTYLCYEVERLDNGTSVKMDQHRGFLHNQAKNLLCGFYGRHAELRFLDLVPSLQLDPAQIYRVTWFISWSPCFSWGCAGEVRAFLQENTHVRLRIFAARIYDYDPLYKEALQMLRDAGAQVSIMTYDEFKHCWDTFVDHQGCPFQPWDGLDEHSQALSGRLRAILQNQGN
MIN6 prolif = MIN6 beta-cell proliferation induction; 330,000 compounds, 0.29% hits; proliferation, % at 10 µM; MIN6 cells proliferation, ATPlite luminescence, 48 h; cells starved in 0.2% serum; 100% = growth in 10% serum;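 active = compounds whose signal lies at least 3.5 SD above the mean of all wells on their plate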;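 note: 0% = DMSO-treated cells in low-serum medium and 100% = 10% serum control; some compounds called inactive have numbers as strong as hits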
mIAP activ = increases mouse intestinal alkaline phosphatase activity; activation factor at 10 µM; muIAP, CDP-Star luminescence, 30 min; stronger effect = higher value; 1 = vehicle-only enzyme signal, 0 = enzyme-free wells; AID 2805; 330,000 compounds, 0.24% hits;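 active = activation factor of at least 2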; note: the source names both 10 and 20 µM as test concentration; values of inactives mirror those of a sister screen read the other way
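also added = chemiluminescent substrate CDP-Star | test system = mouse IAP enzyme | signal = chemiluminescence readout | compound = DMSO-dissolved test compounds | incubation = 30 min at room temperature | benchmarks = DMSO wells, no-enzyme wells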
tim10-1 inh = tim10-1 yeast growth inhibition | S. cerevisiae tim10-1 ts strain growth, BacTiter-Glo, 24 h | inhibition, % at 20 µM | 330,000 compounds, 2.2% hits | AID 463190;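 active = inhibition of at least 40%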;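 note: mutant grown at 25 °C; 0% = DMSO wells with yeast and 100% = wells holding no yeast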
* marks the source's active call; other numbers are inactive results.

Each structure is followed by: tim10-1 inh	MIN6 prolif	mIAP block	mIAP activ	hIAP inh	TIM10 inh	APOBEC3G inh	NALP3 yeast inh	A3A deaminase
(1) CCCCn1c(N)c(N(CC(C)C)C(=O)c2cccs2)c(=O)[nH]c1=O
  19	-4	-10	1.1	-5	1	-3	15	17
(2) CCC(C)Nc1nnnc2c1sc1nc3c(cc12)COC(C)(C)C3 (stereo not given)
  8	-3	-13	1.1	-2	-7	-5	6	-7
(3) CCOC(=O)N1CCN(C(=O)CSc2nc3c([nH]c4ccccc43)c(=O)n2C)CC1
  -3	4	-6	1.1	8	1	-10	9	-4
(4) COc1ccccc1N1CCN(Cc2cnc3ccc(Cl)cn23)CC1
  22	1	-6	1.1	-4	-12	-8	-7	-3
(5) CCN(CC)CCCNC(=O)c1cn(-c2cccc(OC)c2)c(=O)c2ccccc12
  17	-1	2	0.98	-9	-16	-2	13	2
(6) Cc1ccc(CSc2nnc(SCC(=O)N/N=C/c3ccc(C(=O)O)cc3)s2)cc1
  -4	-5	9	0.91	9	13	-6	11	1
(7) Cc1cccn2c(=O)c(C=O)c(Nc3ccc(S(N)(=O)=O)cc3)nc12
  -18	4	5	0.95	-4	5	-5	-25	-2
(8) O=C(CC(=O)Nc1ccccc1C(F)(F)F)Nc1ccccc1C(F)(F)F
  21	-2	1	0.99	0	13	-8	19	-1
(9) O=C(OCC(=O)N1CCOCC1)c1ccc2[nH]c3c(c2c1)CCCC3
  15	1	-5	1.1	-16	-12	4	1	1
(10) Cc1cccc(NC(=O)CSc2nnnn2-c2ccc3c(c2)OCCO3)n1
  15	-2	9	0.91	-3	2	-2	13	1
(11) CCOC(=O)N1CCN(C(=O)CCSc2ccccc2)CC1
  4	-1	2	0.98	9	4	-6	8	-3
(12) Cc1nn(C(=O)N2CCCCC2)c(C)c1CN1C(=O)c2ccccc2C1=O
  15	-1	-7	1.1	-1	13	-3	6	2
(13) CCC(C)N1C(=O)CCC1C(=O)O (stereo not given)
  1	-2	-2	1	-12	5	-2	12	-3
(14) O=C(c1cccc(C(F)(F)F)c1)C1CCCN(Cc2cccn2-c2ncccn2)C1 (stereo not given)
  17	-5	17	0.83	16	21	-2	6	-1
(15) Cc1nn(C)c(C(=O)N2CCOCC2)c1Cl
  14	0	0	1	-10	-8	-1	13	3
(16) CCOc1ccccc1NC(=O)c1nc(-c2ccccc2)oc1C
  12	-2	2	0.97	9	18	-24	17	-3
(17) CC1(C)NC(=O)N(CC(O)CN(c2cccc([N+](=O)[O-])c2)S(=O)(=O)c2ccccc2)C1=O (stereo not given)
  3	-3	-3	1	-5	-14	-4	10	-1
(18) Nc1nc(SCC(=O)N2CCCC2)[nH]c(=O)c1NC(=O)c1ccco1
  12	-3	-8	1.1	-4	2	-9	-7	-4
(19) CC(C(=O)N1CCc2ccccc21)n1cccc1 (stereo not given)
  4	3	-8	1.1	-26	-3	1	1	0
(20) O=C(NC(=S)Nc1ccc(CN2CCOCC2)cc1)c1ccco1
  -9	-2	9	0.91	-10	-5	-4	14	-2
(21) CC(C)C(=O)Nc1c(O)c2ccccc2[nH]c1=O
  -22	-2	3	0.97	8	-6	-4	35	0
(22) Cc1sc(NC(=O)CN2CCOCC2)c(C#N)c1C
  2	0	0	1	1	-16	16	13	13
(23) CCc1ccc2[nH]c(=O)c(CN(CCCN3CCOCC3)C(=O)Nc3cccc(Cl)c3)cc2c1
  0	-6	3	0.97	-25	-3	-5	25	-15
(24) Cc1cc(N2C(=O)C(O)=C(C(=O)c3ccco3)C2c2ccc(O)cc2)no1 (stereo not given)
  3	-5	6	0.94	4	-3	2	-3	-4
(25) COCCN1C(=O)Cc2c1nc(N)c1c(N)nc(N3CCN(c4ccc(F)cc4)CC3)c(C#N)c21
  1	-4	12	0.88	13	4	-5	10	4
(26) O=C1NC(Cc2c[nH]c3ccccc23)C(=O)N1Cc1ccccc1 (stereo not given)
  -12	-4	-5	1	2	4	-7	10	-2
(27) COc1ccc(C)cc1S(=O)(=O)n1ccnc1C
  16	-2	-4	1	-1	-8	-2	17	1
(28) Cc1ccc2cc(CN(C)C(=O)C3CCCO3)c(=O)[nH]c2c1 (stereo not given)
  15	-3	-3	1	-17	2	10	11	-1
(29) O=C(COC(=O)c1cc(S(=O)(=O)N2CCOCC2)ccc1Cl)NC1CC1
  -7	-2	-6	1.1	-8	-14	-7	7	-1
(30) O=C(Nc1ccc2nc(-c3ccccc3)oc2c1)c1ccco1
  4	-2	-4	1	-6	38	-1	39	1
(31) CC(C)(C)C(=O)CSc1ccc(S(=O)(=O)N2CCN(Cc3ccccc3)CC2)cn1
  42*	-1	22	0.78	12	24	-5	16	-2
(32) Cc1ccc(NN=Nc2nc3c([nH]2)c(=O)n(C)c(=O)n3C)cc1
  -2	0	3	0.97	-8	-6	14	3	0
(33) Cn1c(C23CC4CC(CC(C4)C2)C3)n[nH]c1=S
  37	-1	5	0.95	-8	7	35	8	-1
(34) O=C(c1ccc(CNS(=O)(=O)c2ccccc2)cc1)N1CCN(c2ccccn2)CC1
  26	1	-1	1	13	28	-1	13	1
(35) Cc1ccccc1S(=O)(=O)Cc1ccc(C(=O)NC2CCCCCC2)o1
  19	-2	-2	1	1	5	-7	1	-6
(36) O=C(NNC(=S)NCc1ccccc1)c1ccc(Br)cc1
  12	-3	7	0.93	-85	19	-5	12	-1
(37) O=C(O)c1ccc(Cl)c(NC(=S)NC(=O)c2cccc(COc3ccccc3)c2)c1
  1	-4	25	0.75	13	16	0	18	5
(38) COC(=O)CC1C(=O)NCCN1C(=O)c1sc2ccccc2c1Cl (stereo not given)
  -5	4	8	0.92	-2	6	3	19	-2
(39) Cc1ccc(S(=O)(=O)N2CCN(C3CCN(Cc4ccccc4)CC3)CC2)cc1
  -45	-3	0	0.99	-8	0	2	24	-1
(40) COc1ccc(C(=O)OCC(=O)NC(=O)NC(C)C)cc1OC
  9	1	3	0.97	-2	-6	-3	-6	-1
(41) COc1cccc(-c2ncc3ccccc3c2COC(=O)c2ccc(F)cc2)c1
  -27	-7	0	1	-6	-26	-9	18	-1
(42) CCn1c(-c2csc(-c3ccccc3)n2)n[nH]c1=S
  1	1	0	1	-18	6	27	34	-3
(43) COC(=O)N(NC(=O)C(O)(c1ccccc1)c1ccccc1)c1ccccc1
  9	0	-3	1	-3	-11	-7	0	-3
(44) COC(=O)N/N=C/c1c(C)nn(-c2cccc(Cl)c2)c1Cl
  7	-1	4	0.96	10	2	-5	26	1
(45) O=C1CCCN2N=C(SCC(=O)Nc3ccc(OC(F)(F)F)cc3)SC2=N1
  -3	2	0	1	10	-4	-4	20	1

Filtered by structure, the entries above containing a cyano group (two)
Each structure is followed by: tim10-1 inh	MIN6 prolif	mIAP block	mIAP activ	hIAP inh	TIM10 inh	APOBEC3G inh	NALP3 yeast inh	A3A deaminase
(22) Cc1sc(NC(=O)CN2CCOCC2)c(C#N)c1C
  2	0	0	1	1	-16	16	13	13
(25) COCCN1C(=O)Cc2c1nc(N)c1c(N)nc(N3CCN(c4ccc(F)cc4)CC3)c(C#N)c21
  1	-4	12	0.88	13	4	-5	10	4

Carrying on.
Each structure is followed by: tim10-1 inh	MIN6 prolif	mIAP block	mIAP activ	hIAP inh	TIM10 inh	APOBEC3G inh	NALP3 yeast inh	A3A deaminase
(46) Cc1ccc(Cl)cc1N1CCN(C(=O)c2ccc(NS(=O)(=O)c3c(C)noc3C)cc2)CC1
  17	-4	2	0.98	-14	29	-11	7	-3
(47) O=C(CN1CCCc2ccccc21)NCCc1ccc(Cl)cc1
  3	-4	-2	1	3	6	-11	1	-5
(48) CSc1ccc(/C=C2\CCn3c2nc2cc(C(=O)O)ccc2c3=O)cc1
  14	-2	-2	1	8	0	-2	15	3
(49) CSCc1ccc(C(=O)NC(C)c2ccc(-n3ccnc3)cc2)cc1 (stereo not given)
  18	2	2	0.98	-5	5	-7	4	-5
(50) CC(C)CNC1=C(C(=S)Nc2ccccc2)C(=O)CC(C)(C)C1
  23	-4	12	0.88	9	28	-5	15	4
(51) CCc1cc(=O)oc2cc(C)cc(OCc3nn[nH]n3)c12
  -5	-2	14	0.86	29	-8	-1	13	-1
(52) CCC1(C)N=C(c2ccc3c(c2)OCO3)CC(c2ccccc2O)N1 (stereo not given)
  33	-5	8	0.92	6	23	-4	43	-2
(53) COC(=O)c1cc(OC)c(OC)cc1NC(=O)CSc1nnnn1Cc1ccccc1
  11	0	3	0.97	7	-7	-6	5	-2
(54) CC(=O)/C=C/c1ccc(C)o1
  -5	-2	-1	1	-12	12	-8	16	-8
(55) O=C(CN1CCCCCCC1)Nc1ccc(Cl)cc1Cl
  -8	-3	5	0.95	4	-3	-5	13	1
(56) CC(C)c1ccc(CNc2ncccn2)cc1
  -5	-3	-13	1.1	15	-2	-6	12	-6
(57) Cc1c(NC(=O)C(C)OC(=O)CCc2ccccc2)c(=O)n(-c2ccccc2)n1C (stereo not given)
  10	-1	-1	1	1	6	-3	18	2
(58) COc1ccc(C2=NOC(CNC(=S)N3CCOCC3)C2)cc1 (stereo not given)
  3	-3	-7	1.1	-18	1	-3	10	-2
(59) CC(=O)Nc1ccc(N=NN2CCOCC2)cc1
  4	0	-4	1	-19	-7	-4	0	-2
(60) COc1cc(NC(=O)c2onc(C)c2Cl)cc(OC)c1OC
  26	0	-12	1.1	-8	-7	2	23	1
(61) CCN(Cc1ccccc1)C(=O)COC(=O)c1cc(S(=O)(=O)Nc2c(C)n(C)n(-c3ccccc3)c2=O)ccc1C
  -8	-2	-2	1	-5	5	-9	-2	-2
(62) Cc1c(Cl)cccc1NC(=O)CS(=O)(=O)c1ccccc1
  -4	-1	2	0.98	4	-3	2	15	4
(63) Cc1nc2ccc(NC(=S)N3CCN(c4ccccn4)CC3)cc2nc1C
  3	-1	5	0.95	3	-3	-4	1	-2
(64) CCCCOC(=O)c1ccc(NC(=O)c2ccoc2C)cc1
  34	1	-6	1.1	6	41*	-6	19	-3
(65) O=C(Nc1ccc(Oc2ncccn2)cc1)c1ccco1
  5	3	12	0.88	6	9	-2	-7	-1
(66) Cc1cccc(NC(=O)C(C)SCc2nc3sc4c(c3c(=O)[nH]2)CCCC4)n1 (stereo not given)
  20	3	5	0.95	0	7	-3	27	5
(67) COc1ccccc1NC(=O)N1c2ccc(F)cc2CCC1C (stereo not given)
  21	0	1	0.99	7	17	-7	5	-6
(68) Nc1c(N(CCC2=CCCCC2)C(=O)CCCOc2ccccc2)c(=O)[nH]c(=O)n1Cc1ccccc1
  3	0	-8	1.1	-12	-1	-11	14	-1
(69) Cc1ccccc1OCCC(=O)Nc1ccc(N2CCOCC2)cc1N1CCOCC1
  10	-1	-3	1	6	3	-4	-1	-2
(70) Cn1c(N)c(C(=O)COC(=O)c2cnc(Cl)c(Cl)c2)c(=O)n(C)c1=O
  6	2	2	0.98	15	2	-6	1	0
(71) CCC(=O)Nc1nc2ccc3sc(C)nc3c2s1
  28	-3	1	0.99	15	26	-8	7	0
(72) CCOc1cc(NC(=S)NCC2CCCO2)c(OCC)cc1NC(=O)C1CC1 (stereo not given)
  15	-2	-5	1.1	-10	12	-3	12	7
(73) O=C1SCCC1NS(=O)(=O)c1ccccc1[N+](=O)[O-] (stereo not given)
  18	-2	8	0.92	-8	11	0	9	1
(74) O=C1C(Cl)=C(N2CCCCC2)C(=O)N1c1ccccc1Cl
  39	-3	-10	1.1	-14	31	-4	13	0
(75) COCCN(C(=O)c1snc(C(N)=O)c1N)C(C(=O)NC1CCCCC1)c1ccc(OC)c(OC)c1 (stereo not given)
  1	0	1	0.99	-10	-5	18	24	2
(76) CCOc1ccc(CN2CCN(Cc3cn(CC)nc3C)CC2CCO)cc1 (stereo not given)
  7	-4	9	0.91	3	-1	-3	20	0
